influenza NS1A – NS1A inhibition, H1N1 influenza, cell based functional assay (AID 504329); NS1A functional cell-based assay, percent inhibition; higher % means a stronger effect; inhibition, % at 12.5 µM; hits with a dose series show IC50 in µM; 340,000 tested, 0.3% active; in the data active = a potency from the dose series; inconclusive = inhibition above about 27% without an active follow-up result; also: strong numbers were not always called active
H37Rv inhibition – M. tuberculosis growth inhibition, HTS (AID 449762); inhibition, % at 25 µM; hits with a dose series show IC50 in µM; 330,000 tested, 0.59% active; M. tuberculosis H37Rv growth inhibition, 7H9 media; higher % means a stronger effect; in the data active = a potency from the dose series; inconclusive = inhibition above about 70% without an active follow-up result;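 also: bacterial growth assessed after seven days of incubation; strong numbers were not always called active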
inhibitors of VEEV – inhibitors of VEEV TC-83 cytopathic effect, confirmation, Vero cells (AID 588727); inhibition, % at 20 µM, or IC50 in µM where a hit was titrated; Vero cells, VEEV TC-83 cytopathic effect inhibition; higher % means a stronger effect; 350,000 tested, 0.13% active; in the data active = a potency from the dose series; inconclusive = inhibition mostly from about 14% at the one dose, without a potency; inactive = the rest, 99 in 100 with inhibition below about 12%; also: strong numbers were not always called active
Salmonella PhoP GFP – PhoP regulon inhibitors, Salmonella typhi PhoP promoter GFP reporter, confirmatory (AID 1850) | 310,000 tested, 0.33% active | inhibition, % at 50 µM, or IC50 in µM where a hit was titrated | Salmonella Typhi PhoP-promoter GFP reporter, fluorescence, 4 h; higher % means a stronger effect; in the data active = a potency from the dose series; inconclusive = inhibition mostly from about 25% at the one dose, without a potency; inactive = the rest, 99 in 100 with inhibition below about 19%;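 also: 0% = induced wells with vehicle and 100% = uninduced wells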
M. tuberculosis – growth inhibition of non-replicating M. tuberculosis (AID 488890). Mycobacterium tuberculosis non-replicating, growth inhibition; higher % means a stronger effect. inhibition, % at 25 µM; hits with a dose series show IC50 in µM. 320,000 tested, 0.39% active; in the data active = a potency from the dose series; inconclusive = inhibition mostly from about 82% at the one dose, without a potency; inactive = the rest, 99 in 100 with inhibition below about 76%;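 also: plate controls were DMSO cells for no effect and high antibiotic wells for full effect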
inhibitors of VEEV 10K pilot screen – also measured in inhibitors of VEEV; calls as there; inhibition, %; measured here: 10K pilot screen inhibition
Numbers without * were called inactive. Outcome played no part in choosing rows. Share with any hit: about 1.5%.

Results for CCSc1nc2c(c(=O)[nH]1)C(c1ccncc1)C(C(=O)OC(C)C)=C(C)N2 (stereo not given) ?
influenza NS1A: -2.1%; H37Rv inhibition: 46.2%; inhibitors of VEEV: 6.8%; Salmonella PhoP GFP: 8.8%; M. tuberculosis: 27.2%

Results for COCCCNC(=S)N1CCCN(c2nc3cc(C)c(C)cc3cc2C#N)CC1 ?
influenza NS1A: -25.2%; H37Rv inhibition: 18.8%; inhibitors of VEEV: 8.0%; Salmonella PhoP GFP: 5.6%; M. tuberculosis: 40.8%

Results for Cn1c2ccccc2c2cnn(CC(=O)Nc3ccccc3Br)c(=O)c21 ?
influenza NS1A: -1.9%; H37Rv inhibition: -8.0%; inhibitors of VEEV: inactive; Salmonella PhoP GFP: 0.3%; M. tuberculosis: -16.9%

Results for O=[N+]([O-])c1ccc(Nc2nc(N/N=C/c3cccc(F)c3)nc(N3CCCC3)n2)cc1 ?
influenza NS1A: -3.3%; H37Rv inhibition: 45.7%; inhibitors of VEEV: inconclusive; Salmonella PhoP GFP: -33.8%; M. tuberculosis: -5.6%

What do the screens show for `O=[N+]([O-])c1ccc(N/N=C/c2ccccc2O)cc1`?
influenza NS1A: -2.6%; H37Rv inhibition: inconclusive; inhibitors of VEEV: 3.4%; Salmonella PhoP GFP: -7.2%; M. tuberculosis: 3.4%

What do the screens show for `O=C(COC(=O)COc1ccc(Cl)cc1Cl)NC1CCCC1`?
influenza NS1A: -5.4%; inhibitors of VEEV: 0.2%

What do the screens show for `CN(C)c1ccc(/C=C2/C(=N\O)C3CCN2CC3)cc1`?
influenza NS1A: 16.9%; H37Rv inhibition: 10.1%; inhibitors of VEEV: 2.9%; Salmonella PhoP GFP: 3.4%; M. tuberculosis: -9.4%

Results for COC(=O)c1ccc2c(=O)[nH]c(COC(=O)c3[nH]c(C)c(C(C)=O)c3C)nc2c1 ?
influenza NS1A: 0.0%; H37Rv inhibition: -2.3%; inhibitors of VEEV: 9.6%; M. tuberculosis: 12.8%

What do the screens show for `CCCn1nc2cc(C(=O)NCc3ccccc3OC)ccc2c1OCC`?
influenza NS1A: 17.5%; H37Rv inhibition: 0.3%; inhibitors of VEEV: 0.5%; Salmonella PhoP GFP: -5.1%; M. tuberculosis: -0.4%

What do the screens show for `COc1ccc(OCCCC(=O)OCC(=O)N2CCN(S(=O)(=O)c3ccc(C)cc3C)CC2)cc1`?
influenza NS1A: -6.4%; inhibitors of VEEV: inactive

Results for Cc1[nH]nc(C(F)(F)F)c1CCC(=O)NC1CCCCCC1 ?
influenza NS1A: 6.6%; H37Rv inhibition: -6.8%; inhibitors of VEEV: 0.2%; M. tuberculosis: 2.5%

What do the screens show for `O=C(COc1ncnc2ccccc12)N1CCN(c2ccccc2)CC1`?
influenza NS1A: 12.6%; H37Rv inhibition: 0.3%; inhibitors of VEEV: 1.3%; Salmonella PhoP GFP: 2.5%; M. tuberculosis: 0.3%

Grouped by structure, those above with fluorine
Results for O=[N+]([O-])c1ccc(Nc2nc(N/N=C/c3cccc(F)c3)nc(N3CCCC3)n2)cc1 ?
influenza NS1A: -3.3%; H37Rv inhibition: 45.7%; inhibitors of VEEV: inconclusive; Salmonella PhoP GFP: -33.8%; M. tuberculosis: -5.6%

Results for Cc1[nH]nc(C(F)(F)F)c1CCC(=O)NC1CCCCCC1 ?
influenza NS1A: 6.6%; H37Rv inhibition: -6.8%; inhibitors of VEEV: 0.2%; M. tuberculosis: 2.5%

(list continues)
What do the screens show for `CN1C(=O)S/C(=C/c2cccn2-c2cccc(C(=O)O)c2)C1=O`?
influenza NS1A: -1.2%; H37Rv inhibition: -4.7%; inhibitors of VEEV: 1.3%; Salmonella PhoP GFP: 1.0%; M. tuberculosis: 2.0%

Results for O=C(CC(NS(=O)(=O)c1ccc(Cl)cc1)c1ccco1)NCc1ccco1 (stereo not given) ?
influenza NS1A: -0.2%; H37Rv inhibition: 3.0%; inhibitors of VEEV: 0.2%; Salmonella PhoP GFP: 4.7%; M. tuberculosis: 2.4%

What do the screens show for `CCNC(=O)CN(c1ccccc1OC)S(=O)(=O)c1cccs1`?
influenza NS1A: 1.8%; H37Rv inhibition: -9.2%; inhibitors of VEEV: 0.7%; Salmonella PhoP GFP: -2.1%; M. tuberculosis: -3.1%

Results for O=c1[nH]c(=O)n(-c2ccccc2)c(O)c1/C=C/C=Nc1ccccc1 ?
influenza NS1A: -3.5%; H37Rv inhibition: -0.8%; inhibitors of VEEV: 0.3%; Salmonella PhoP GFP: -42.5%; M. tuberculosis: -10.2%

What do the screens show for `Cc1ccc(S(=O)(=O)Nc2cccc(-c3ccc4nncn4n3)c2)cc1`?
influenza NS1A: -3.5%; H37Rv inhibition: -1.6%; inhibitors of VEEV: 2.1%; Salmonella PhoP GFP: 11.2%; M. tuberculosis: 0.2%

What do the screens show for `O=[N+]([O-])c1cccc2c1ccc1ncccc12`?
influenza NS1A: 21.0%; H37Rv inhibition: 2.2%; inhibitors of VEEV: 3.4%; Salmonella PhoP GFP: -16.6%; M. tuberculosis: 70.1%

Results for O=C(NCCCN1CCCCC1)c1ccc2c(=O)n(CCc3ccccc3)c(=O)[nH]c2c1 ?
influenza NS1A: 2.8%; H37Rv inhibition: 5.2%; inhibitors of VEEV: 6.6%; Salmonella PhoP GFP: -1.0%; M. tuberculosis: 5.0%

Results for COc1ccc(CNC(=O)C2CCC(CNS(=O)(=O)c3ccccc3)CC2)cc1 (stereo not given) ?
influenza NS1A: -3.5%; H37Rv inhibition: 4.3%; inhibitors of VEEV: inactive; Salmonella PhoP GFP: -1.1%; M. tuberculosis: 0.9%

What do the screens show for `Cc1ccc2oc(C(=O)N3CCN(Cc4nccn4C)CC3)c(C)c2c1`?
influenza NS1A: 1.3%; H37Rv inhibition: 9.4%; inhibitors of VEEV: 1.2%; Salmonella PhoP GFP: -6.8%; M. tuberculosis: 23.8%

What do the screens show for `CC1(C)Cc2c(cnn2-c2ccccc2)C(NC(=O)CCc2ccc(=O)[nH]n2)C1` (stereo not given)?
influenza NS1A: -7.1%; H37Rv inhibition: -1.5%; inhibitors of VEEV: 2.5%; Salmonella PhoP GFP: -5.4%; M. tuberculosis: -10.7%

Results for Cc1ccc(OCCCN2CCOCC2)c([N+](=O)[O-])c1 ?
influenza NS1A: -9.4%; H37Rv inhibition: -7.2%; inhibitors of VEEV: 0.2%; Salmonella PhoP GFP: -0.4%; M. tuberculosis: -10.2%

What do the screens show for `Cc1onc(-c2ccccc2Cl)c1C(=O)N1CCN(c2ccccc2)CC1`?
influenza NS1A: 0.2%; H37Rv inhibition: 0.4%; inhibitors of VEEV: inactive; Salmonella PhoP GFP: 6.1%; M. tuberculosis: 5.4%

What do the screens show for `CCN(CC)c1nc(Oc2ccc(C(=O)OC)cc2)nc(N2CCOCC2)n1`?
influenza NS1A: -9.9%; H37Rv inhibition: 3.9%; inhibitors of VEEV: inactive; Salmonella PhoP GFP: -6.8%; M. tuberculosis: 18.4%

Results for CC(=O)Nc1cc(-c2nn(C)c(=O)c3ccccc23)ccc1N1CCCCC1 ?
influenza NS1A: -2.6%; H37Rv inhibition: 5.2%; inhibitors of VEEV: 0.8%; Salmonella PhoP GFP: 14.0%; M. tuberculosis: 10.8%

How did COc1cccc(C2C=C(Nc3ccccc3)C(=O)N2c2ccccc2)c1 (stereo not given) do in these assays?
influenza NS1A: -1.8%; H37Rv inhibition: 5.8%; inhibitors of VEEV: 1.9%; Salmonella PhoP GFP: -4.3%; M. tuberculosis: 4.0%

What do the screens show for `O=C(Nc1ccccc1)N1CC=C(c2ccc(F)cc2)CC1`?
influenza NS1A: -7.2%; H37Rv inhibition: 5.6%; inhibitors of VEEV: 6.3%; Salmonella PhoP GFP: 1.6%; M. tuberculosis: -6.3%

Results for O=C(CC1(O)C(=O)N(Cc2cccc3ccccc23)c2ccccc21)c1cccnc1 (stereo not given) ?
influenza NS1A: 7.8%; H37Rv inhibition: 29.9%; inhibitors of VEEV: 72.3%; Salmonella PhoP GFP: -1.6%; M. tuberculosis: inconclusive

Results for COc1ccc(N2CCN(C(=O)c3cc4c(-c5ccc(Cl)cc5)nn(C)c4s3)CC2)cc1 ?
influenza NS1A: 13.0%; H37Rv inhibition: 5.0%; inhibitors of VEEV: 2.4%; Salmonella PhoP GFP: -3.2%

Results for COc1cc(NC(=O)CN(C)S(=O)(=O)c2ccc3c(c2)CCC(=O)N3)cc(OC)c1 ?
influenza NS1A: 4.3%; H37Rv inhibition: 1.3%; inhibitors of VEEV: 1.6%; Salmonella PhoP GFP: -6.7%; M. tuberculosis: -3.4%

How did O=C(O)C1CCCN1C(=O)OCc1ccccc1 (stereo not given) do in these assays?
influenza NS1A: 2.2%; H37Rv inhibition: 4.6%; inhibitors of VEEV: 0.7%; Salmonella PhoP GFP: -11.2%; M. tuberculosis: -3.2%

How did Cc1ccc(-c2nnc(SCC(=O)Nc3nccs3)n2N)cc1 do in these assays?
influenza NS1A: 1.2%; H37Rv inhibition: -9.3%; inhibitors of VEEV: inactive; Salmonella PhoP GFP: 1.8%; M. tuberculosis: 79.6%

Results for COc1ccc2c(c1)c(=O)c(C(=O)c1ccc(Cl)cc1)cn2CC(=O)Nc1ccc(F)cc1 ?
influenza NS1A: 8.0%; H37Rv inhibition: -3.4%; inhibitors of VEEV: 0.5%; Salmonella PhoP GFP: -5.3%

How did Cc1cccc2c1N(C(=O)CN1C(=O)c3ccccc3C1=O)C(C)(C)c1ssc(=S)c1-2 do in these assays?
influenza NS1A: 9.3%; H37Rv inhibition: -2.7%; inhibitors of VEEV: 6.0%; Salmonella PhoP GFP: -3.6%; M. tuberculosis: -4.2%

Results for Cc1ccc(NC(=S)NNc2ccc(C(=O)O)cc2[N+](=O)[O-])cc1C ?
influenza NS1A: 7.4%; H37Rv inhibition: 3.2%; inhibitors of VEEV: 2.0%; Salmonella PhoP GFP: -1.1%; M. tuberculosis: inconclusive

Results for O=C1CCCCC1Sc1ccc(Cl)cc1[N+](=O)[O-] (stereo not given) ?
influenza NS1A: 2.5%; H37Rv inhibition: -5.6%; inhibitors of VEEV: 5.1%; Salmonella PhoP GFP: 5.1%; M. tuberculosis: 27.3%

Results for CCOC(=O)c1c(NCCN(C)C)c2ccccc2[nH]c1=O ?
influenza NS1A: 5.9%; H37Rv inhibition: -10.5%; inhibitors of VEEV: 3.4%; Salmonella PhoP GFP: 19.1%; M. tuberculosis: -7.6%

What do the screens show for `COC(=O)C1CCN(C(=O)Cn2nnc(-c3ccccc3)n2)CC1`?
influenza NS1A: -0.2%; H37Rv inhibition: -1.1%; inhibitors of VEEV: 1.0%; Salmonella PhoP GFP: 7.4%; M. tuberculosis: -14.0%

What do the screens show for `CC(NC(=O)COC(=O)/C=C/c1ccco1)c1ccccc1` (stereo not given)?
influenza NS1A: -3.7%; H37Rv inhibition: inconclusive; inhibitors of VEEV: 0.9%; Salmonella PhoP GFP: 2.9%; M. tuberculosis: 2.9%

What do the screens show for `COc1cc2c(c(OC)c1OC)-c1ccc(C(=O)O)cc1[C@@H](NC(C)=O)CC2`?
influenza NS1A: -14.6%; H37Rv inhibition: -6.5%; inhibitors of VEEV: 0.6%; Salmonella PhoP GFP: -3.7%; M. tuberculosis: -2.9%; inhibitors of VEEV 10K pilot screen: 0.4

What do the screens show for `COC(=O)c1ccc(NC(=O)CN2CCN(c3ccccn3)CC2)cc1`?
influenza NS1A: 10.0%; H37Rv inhibition: 0.5%; inhibitors of VEEV: 1.3%; Salmonella PhoP GFP: 2.0%; M. tuberculosis: 26.0%

What do the screens show for `Cc1csc(NC(=O)CCCNC(=O)c2ccc(Cl)cc2)n1`?
influenza NS1A: -9.9%; H37Rv inhibition: 4.5%; inhibitors of VEEV: 2.8%; M. tuberculosis: 1.7%

How did O=Cc1ccc(-c2cc(Cl)ccc2Cl)[nH]1 do in these assays?
influenza NS1A: 8.6%; H37Rv inhibition: inconclusive; inhibitors of VEEV: 1.1%; Salmonella PhoP GFP: 8.8%; M. tuberculosis: 27.2%

Results for O=[N+]([O-])/C(C(Cl)=C(Cl)Cl)=C(\Nc1ccc(F)cc1)n1cncn1 ?
H37Rv inhibition: 58.5%; Salmonella PhoP GFP: 2.8%; M. tuberculosis: 72.7%

How did CSCc1ccc(C(=O)NC2CC(C)(C)Cc3c2cnn3-c2ccc(F)cc2)o1 (stereo not given) do in these assays?
influenza NS1A: 1.6%; H37Rv inhibition: 8.9%; inhibitors of VEEV: 0.2%; Salmonella PhoP GFP: 4.2%; M. tuberculosis: 17.4%

How did CCc1cc(=O)oc2cc(OCc3nn[nH]n3)ccc12 do in these assays?
influenza NS1A: -6.8%; H37Rv inhibition: -0.1%; inhibitors of VEEV: 0.4%; Salmonella PhoP GFP: -1.2%; M. tuberculosis: -3.3%

From PubChem
